From PubChem BioAssay
Mtb BioA inh: blocks M. tuberculosis BioA enzyme activity | purified M. tuberculosis BioA enzyme, plate reader | hit rate 0.096% among 360,000 | AID 602481 | inhibition, % at 9.99 µM; in the data active = inhibition above about 40%
* marks the source's active call; other numbers are inactive results.

no.	SMILES	Mtb BioA inh
1	CO[C@@H]1CN(C)C(=O)c2ccc(NC(=O)c3ccccc3F)cc2OC[C@H](C)N(CC2CC2)C[C@H]1C	1.8
2	C[C@H]1CN([C@@H](C)CO)C(=O)c2cccc(NS(C)(=O)=O)c2O[C@@H]1CN(C)Cc1ccc(C(F)(F)F)cc1	-2.6
3	C[C@@H]1CN([C@H](C)CO)S(=O)(=O)c2ccc(C#Cc3ccncc3)cc2O[C@@H]1CN(C)C(=O)c1ccncc1	1.6
4	COc1ccc(CN(C)C[C@@H]2Oc3ccc(NC(=O)Cn4cnnn4)cc3C(=O)N([C@@H](C)CO)C[C@@H]2C)cc1	1.5
5	COc1ccc(NC(=O)N(C)C[C@H]2OCCCC[C@H](C)Oc3ccc(NC(=O)Nc4c(C)noc4C)cc3C(=O)N([C@H](C)CO)C[C@@H]2C)cc1	-1.0
6	CO[C@H]1CN(C)C(=O)c2ccc(NC(C)=O)cc2OC[C@@H](C)N(Cc2ccccc2F)C[C@H]1C	12
7	CCCNC(=O)N(C)C[C@H]1Oc2cc(C#Cc3ccccn3)ccc2S(=O)(=O)N([C@@H](C)CO)C[C@@H]1C	2.1
8	C[C@H]1CN([C@@H](C)CO)C(=O)c2cccc(NC(=O)c3cnccn3)c2O[C@H]1CN(C)Cc1ccc(C(F)(F)F)cc1	-0.2
9	C[C@@H]1CN([C@@H](C)CO)C(=O)c2cc(C#CCN(C)C)cnc2O[C@H]1CN(C)C(=O)NC1CCCCC1	1.5
10	COc1ccc(S(=O)(=O)Nc2ccc3c(c2)C(=O)N([C@H](C)CO)C[C@@H](C)[C@@H](CN(C)S(=O)(=O)c2ccc(OC)cc2)OCCCC[C@H](C)O3)cc1	-1.9
11	CO[C@@H]1CN(C)C(=O)c2ccc(NS(=O)(=O)c3cccc(C)c3)cc2OC[C@H](C)NC[C@@H]1C	-0.3
12	COc1ccc(CN(C)C[C@H]2OCCCC[C@H](C)Oc3ccc(NC(=O)Nc4ccc(C(F)(F)F)cc4)cc3C(=O)N([C@H](C)CO)C[C@H]2C)cc1	-3.3

Among those listed so far, 3 contain a CF3 group:
no.	SMILES	Mtb BioA inh
2	C[C@H]1CN([C@@H](C)CO)C(=O)c2cccc(NS(C)(=O)=O)c2O[C@@H]1CN(C)Cc1ccc(C(F)(F)F)cc1	-2.6
8	C[C@H]1CN([C@@H](C)CO)C(=O)c2cccc(NC(=O)c3cnccn3)c2O[C@H]1CN(C)Cc1ccc(C(F)(F)F)cc1	-0.2
12	COc1ccc(CN(C)C[C@H]2OCCCC[C@H](C)Oc3ccc(NC(=O)Nc4ccc(C(F)(F)F)cc4)cc3C(=O)N([C@H](C)CO)C[C@H]2C)cc1	-3.3

Carrying on:
no.	SMILES	Mtb BioA inh
13	CCCNC(=O)[C@@H]1[C@@H](CO)[C@@H]2Cn3c(ccc(-c4ccc(F)cc4)c3=O)[C@@H]2N1CC1CC1	8.6
14	CCC(=O)N1[C@@H](CO)[C@@H]2c3ccccc3N(C(=O)c3cccc(OC)c3)C[C@@H]21	-4.8
15	CC(=O)N[C@@H]1CC[C@H](CCNC(=O)C2CCC2)O[C@H]1CO	6.7
16	Cc1noc(C)c1NC(=O)Nc1ccc2c(c1)C(=O)N([C@H](C)CO)C[C@@H](C)[C@@H](CN(C)C(=O)Nc1ccccc1)OCCCC[C@@H](C)O2	1.0
17	COc1ccc(CN(C)C[C@H]2Oc3ccc(NS(=O)(=O)c4ccccc4)cc3C(=O)N([C@H](C)CO)C[C@@H]2C)cc1	3.1
18	CNC[C@H]1Oc2ccc(NS(=O)(=O)c3ccc(OC)cc3)cc2CC(=O)N([C@H](C)CO)C[C@H]1C	-2.3
19	C[C@@H]1CCCCO[C@H](CN(C)C(=O)Nc2ccc(F)cc2)[C@@H](C)CN([C@H](C)CO)C(=O)c2cc(NC(=O)CCC(F)(F)F)ccc2O1	-1.4
20	COCCNC(=O)C[C@@H]1CC[C@H]2[C@@H](COC[C@H](O)CN2S(=O)(=O)c2ccccc2F)O1	-0.5
21	Cc1ccc(S(=O)(=O)N(C)C[C@H]2Oc3ccc(NC(=O)Cc4cn(C)c5ccccc45)cc3CC(=O)N([C@H](C)CO)C[C@H]2C)cc1	2.8
22	Cc1noc(C)c1NC(=O)Nc1ccc2c(c1)C(=O)N([C@@H](C)CO)C[C@H](C)[C@H](CN(C)C(=O)Nc1ccc3c(c1)OCO3)O2	-0.6
23	N#C[C@H]1[C@H](c2ccccc2)[C@@H](CO)N1C(=O)Cc1ccccn1	-0.5
24	CC(C)CC#Cc1ccc2c(c1)O[C@@H](CN(C)Cc1ccc(F)cc1)[C@H](C)CN([C@@H](C)CO)S2(=O)=O	-1.5
25	C[C@@H]1CN([C@H](C)CO)C(=O)c2cc(NS(=O)(=O)c3cn(C)cn3)ccc2O[C@H]1CN(C)Cc1ccncc1	3.1
26	O=S(=O)(N[C@H]1CC[C@@H](CCn2cc(C3(O)CCCC3)nn2)O[C@@H]1CO)c1ccc(F)cc1	2.2
27	CC(C)NC(=O)N1[C@@H]2CN(C(=O)c3ccccc3F)c3ccccc3[C@@H]2[C@@H]1CO	-0.2
28	O=C(C[C@H]1C[C@@H]2c3cc(NC(=O)c4cccnc4)ccc3O[C@@H]2[C@@H](CO)O1)NCc1cccc(F)c1	0.5
29	CCCN(C)C[C@H]1Oc2cc(C#CCOC)ccc2S(=O)(=O)N([C@H](C)CO)C[C@H]1C	-0.8
30	C/C=C/c1cccc(-c2nc(C(=O)N(C)C)cc3c2[C@H](CCO)N([S@@](=O)C(C)(C)C)C3)c1	-2.3
31	COc1ccc(S(=O)(=O)Nc2ccc3c(c2)C(=O)N([C@@H](C)CO)C[C@H](C)[C@@H](CN(C)C(=O)Cc2ccccc2)OCCCC[C@@H](C)O3)cc1	-1.7
32	CN(C)CC#Cc1ccc([C@H]2[C@@H](CO)N3CCCCN(S(=O)(=O)c4ccccc4F)C[C@H]23)cc1	-0.5
33	COc1ccc(NC(=O)N2C[C@@H](O)COC[C@H]3O[C@@H](CC(=O)NC4Cc5ccccc5C4)CC[C@@H]32)cc1	0.2
34	CCCNC(=O)C[C@@H]1CC[C@H]2[C@@H](COc3ccc(NC(=O)c4ccc(Cl)cc4)cc3C(=O)N2C)O1	-0.7
35	CCCNC(=O)C[C@@H]1C[C@@H]2c3cc(NC(=O)c4ccc5c(c4)OCO5)ccc3O[C@@H]2[C@H](CO)O1	-0.6
36	C[C@@H]1CN([C@H](C)CO)C(=O)Cc2cc(NC(=O)CCN3CCOCC3)ccc2O[C@H]1CN(C)S(=O)(=O)c1ccccc1	6.3
37	C[C@@H]1CN([C@H](C)CO)C(=O)c2cc(C#Cc3ccccc3F)cnc2O[C@@H]1CN(C)C(=O)C1CC1	0.9
38	C[C@@H](O)C#Cc1ccc([C@@H]2[C@H](CO)N3CCCCN(C(=O)c4cccc(F)c4)C[C@@H]23)cc1	-0.4
39	C[C@H]1CN([C@@H](C)CO)C(=O)Cc2cc(NC(=O)c3ccncc3)ccc2O[C@@H]1CN(C)C(=O)Nc1cccc2ccccc12	-1.4
40	CCC(=O)N1[C@@H]2c3ccc(-c4ccccc4F)c(=O)n3C[C@@H]2[C@@H](CO)[C@@H]1C(=O)OC	0.6
41	CO[C@@H]1CN(C)C(=O)c2ccc(NC(=O)C3CCCCC3)cc2OC[C@@H](C)NC[C@@H]1C	-2.8
42	C[C@H](CO)N1C[C@H](C)[C@H](CN(C)C(=O)Nc2ccc(F)cc2)Oc2ccc(NS(=O)(=O)c3cn(C)cn3)cc2CC1=O	-1.8
43	CCCC(=O)Nc1ccc2c(c1)C(=O)N(C)C[C@@H](OC)[C@@H](C)CN(CCc1ccccc1)[C@H](C)CO2	-0.9
44	Cc1noc(C)c1S(=O)(=O)Nc1cccc2c1O[C@@H](CN(C)C(=O)Nc1ccc(F)cc1)[C@@H](C)CN([C@@H](C)CO)C2=O	0.0
45	Cc1ccc(-c2cnc3c(c2)C(=O)N([C@@H](C)CO)C[C@H](C)[C@@H](CN(C)CC2CCOCC2)O3)cc1	1.6
46	C[C@@H]1CN([C@H](C)CO)C(=O)c2cc(-c3cccnc3)cnc2O[C@@H]1CN(C)C(=O)C1CC1	-1.8
47	COc1ccc(NC(=O)Nc2ccc3c(c2)C(=O)N([C@@H](C)CO)C[C@@H](C)[C@H](CN(C)S(=O)(=O)c2ccc(Cl)cc2)O3)cc1	12
48	C[C@@H]1CN([C@@H](C)CO)S(=O)(=O)c2ccc(-c3ccncc3)cc2O[C@@H]1CN(C)C(=O)CN(C)C	-2.4
49	Cc1ccccc1-c1ccc([C@@H]2[C@H]3CN(C(=O)Cc4ccccn4)CCCCN3[C@H]2CO)cc1	2.6
50	C[C@@H]1CN([C@@H](C)CO)C(=O)c2cc(NS(C)(=O)=O)ccc2O[C@H]1CN(C)C(=O)Nc1ccc2c(c1)OCO2	0.0
51	C[C@@H]1CN([C@H](C)CO)C(=O)c2cc(NS(=O)(=O)c3ccc(Cl)cc3)ccc2O[C@H]1CN(C)S(=O)(=O)c1ccccc1	0.0
52	CC(=O)N(C[C@H]1N[C@H](CO)[C@@H]1c1ccc(-c2ccc(F)cc2)cc1)C(C)C	2.2
53	COc1ccc(S(=O)(=O)N(C)C[C@H]2OCCCC[C@H](C)Oc3ccc(NC(=O)c4ccccc4)cc3C(=O)N([C@@H](C)CO)C[C@H]2C)cc1	-4.8
54	O=C(C[C@@H]1C=C[C@@H](NS(=O)(=O)c2ccc(F)cc2)[C@@H](CO)O1)NCc1ccc(Cl)c(Cl)c1	-2.2
55	Cc1ccc(S(=O)(=O)N(C)C[C@@H]2Oc3ccc(NS(C)(=O)=O)cc3C(=O)N([C@H](C)CO)C[C@@H]2C)cc1	5.3
56	Cc1noc(C)c1NC(=O)Nc1ccc2c(c1)C(=O)N([C@@H](C)CO)C[C@H](C)[C@@H](CN(C)C(=O)Nc1ccccc1)O2	-1.3
57	C/C=C/c1ccc2c(c1)O[C@H](CN(C)C(=O)Nc1ccc(C(F)(F)F)cc1)[C@H](C)CN([C@H](C)CO)S2(=O)=O	-1.3
58	O=S(=O)(c1ccccc1F)N1CCCCN2[C@@H](CO)[C@@H](c3ccc(-c4ccccc4)cc3)[C@@H]2C1	-2.0
59	COc1ccc(NC(=O)Nc2ccc3c(c2)C(=O)N([C@H](C)CO)C[C@@H](C)[C@@H](CN(C)S(=O)(=O)c2cccs2)OCCCC[C@H](C)O3)cc1	-2.7
60	COc1cccc(S(=O)(=O)N(C)C[C@@H]2Oc3cc(C4=CCCC4)ccc3S(=O)(=O)N([C@@H](C)CO)C[C@H]2C)c1	3.5
61	C[C@@H]1CN([C@@H](C)CO)C(=O)c2cc(NS(=O)(=O)c3cccs3)ccc2O[C@H]1CN(C)C(=O)Nc1ccc(F)cc1	-0.7
62	C[C@H](CO)N1C[C@H](C)[C@H](CN(C)C(=O)CN(C)C)Oc2cc(-c3cccnc3)ccc2S1(=O)=O	-2.7
63	COCC(=O)Nc1ccc2c(c1)OC[C@H](C)N(C(=O)CC1CC1)C[C@H](C)[C@H](OC)CN(C)C2=O	1.6
64	Cc1noc(C)c1S(=O)(=O)Nc1ccc2c(c1)CC(=O)N([C@@H](C)CO)C[C@H](C)[C@@H](CN(C)S(C)(=O)=O)O2	-0.4
65	C[C@H](O)C#Cc1ccc2c(c1)O[C@@H](CN(C)Cc1ccccc1)[C@H](C)CN([C@@H](C)CO)S2(=O)=O	2.5
66	COc1ccc(S(=O)(=O)N(C)C[C@H]2Oc3c(NC(=O)c4cc(C)nn4C)cccc3C(=O)N([C@H](C)CO)C[C@@H]2C)cc1	-0.6
67	COc1ccc(NC(=O)N(C)C[C@@H]2OCc3ccccc3-c3c(n(C)c4ccccc34)C(=O)N([C@@H](C)CO)C[C@@H]2C)cc1	0.6
68	CN1C(=O)c2cc(NC(=O)c3ccccc3F)ccc2OC[C@H]2O[C@@H](CC(=O)NCc3ccc4c(c3)OCO4)CC[C@@H]21	0.7
69	Cc1noc(C)c1NC(=O)N[C@H]1C=C[C@H](CC(=O)N2CCCCC2)O[C@H]1CO	-2.1
70	O=C(C[C@@H]1C=C[C@H](NC(=O)C2CCOCC2)[C@H](CO)O1)NCC1CCCCC1	3.3
71	C[C@H](CO)N1C[C@H](C)[C@H](CN(C)C(=O)CCC(F)(F)F)OCCCC[C@H](C)Oc2ccc(N(C)C)cc2C1=O	0.4
72	Cc1noc(C)c1NC(=O)N(C)C[C@H]1Oc2c(NC(=O)c3cnccn3)cccc2C(=O)N([C@@H](C)CO)C[C@@H]1C	-0.6

Compounds above that contain a thiophene ring, fused or not (2):
no.	SMILES	Mtb BioA inh
59	COc1ccc(NC(=O)Nc2ccc3c(c2)C(=O)N([C@H](C)CO)C[C@@H](C)[C@@H](CN(C)S(=O)(=O)c2cccs2)OCCCC[C@H](C)O3)cc1	-2.7
61	C[C@@H]1CN([C@@H](C)CO)C(=O)c2cc(NS(=O)(=O)c3cccs3)ccc2O[C@H]1CN(C)C(=O)Nc1ccc(F)cc1	-0.7

Remaining list, next part
no.	SMILES	Mtb BioA inh
73	C[C@H]1CN([C@@H](C)CO)C(=O)Cc2cc(NC(=O)Nc3ccccc3)ccc2O[C@@H]1CN(C)Cc1ccncc1	1.8
74	C[C@H](O)C#Cc1ccc([C@@H]2[C@@H](CO)N3CCCCN(S(=O)(=O)c4ccccc4)C[C@H]23)cc1	-2.6
75	C[C@H]1CN([C@@H](C)CO)C(=O)c2ccccc2-c2ccccc2CO[C@H]1CN(C)C	1.2
76	C[C@@H]1CN([C@@H](C)CO)C(=O)Cc2cc(NC(=O)C3CC3)ccc2O[C@H]1CN(C)Cc1ccc(-c2ccccc2)cc1	-2.4
77	C[C@@H]1CN([C@H](C)CO)C(=O)Cc2cc(NC(=O)NC3CCCCC3)ccc2O[C@H]1CN(C)CC1CCCCC1	0.3
78	C[C@H]1CN([C@@H](C)CO)C(=O)Cc2cc(NC(=O)Nc3ccc4c(c3)OCO4)ccc2O[C@@H]1CN(C)S(=O)(=O)c1ccc(Cl)cc1	0.7

Some of the entries so far, field by field:
[77] C[C@@H]1CN([C@H](C)CO)C(=O)Cc2cc(NC(=O)NC3CCCCC3)ccc2O[C@H]1CN(C)CC1CCCCC1
  Mtb BioA inh: 0.3

[74] C[C@H](O)C#Cc1ccc([C@@H]2[C@@H](CO)N3CCCCN(S(=O)(=O)c4ccccc4)C[C@H]23)cc1
  Mtb BioA inh: -2.6

Some of the compounds tested; count on the stated rates, not on these rows.
